SRC1 TRFRET art – flags TR-FRET format artefacts in PPARgamma SRC-1 recruitment agonist screen | TR-FRET detection artefact counter-screen, emission ratio; active compounds read high | TR-FRET ratio at 8 µM | 99,000 tested, 0.34% active | AID 1051; in the data active = TR-FRET ratio above about 2300; note: inactives centre near 1800; reference of the scale not given here
SRC3 TRFRET art – counter-screen for PPARgamma SRC-3 recruitment agonists: TR-FRET artefact; PPARgamma/SRC-3 format; active compounds read high; AID 1048; 99,000 tested, 0.39% active; TR-FRET ratio at 8 µM; in the data active = TR-FRET ratio above about 2000; note: inactives centre near 1600; reference of the scale not given here
Active calls of the source: *; & = joins results of further samples.

Each structure is followed by: SRC1 TRFRET art | SRC3 TRFRET art
CC1=CSC2=NC(=O)/C(=C/c3cccc(OC(=O)c4ccco4)c3)C(=N)N12
    1830 | 1515
N#CC1=C(N)OC2=C(CC/C2=C\c2ccc(F)cc2)C1c1ccc(F)cc1 (stereo unspecified)
    1727 | 1626
Cc1cc(C)c2c(N)c(C(=O)c3ccc(Cl)cc3)sc2n1
    1641 | 1408
COc1ccnc(Oc2ccc(F)cc2)c1C#N
    1900 | 1548
O=C(CSc1nnc(-c2ccccc2)c2ccccc12)NCC1CCCO1 (stereo unspecified)
    1573 | 1581
NC(=O)NCc1cccs1
    1726 | 1308
Cc1ccc(-n2cc[nH]c2=S)c(C)c1
    1740 | 1481
O=c1[nH]c2ccccc2c(O)c1Cc1ccccc1
    1856 | 1533
C/C(=N\N=C(N)N)c1ccc(Cl)cc1
    1770 | 1574
Nc1ccc(Nc2nc(-c3cccs3)cs2)cc1
    1930 | 1751
CC(=O)c1nc(N2C(=O)CC(Cc3cc(C)cc(C)c3)C2=O)sc1C (stereo unspecified)
    1997 | 1744
COc1cc(C(C)=O)ccc1OCC(O)CN(CCO)Cc1ccccc1 (stereo unspecified)
    1528 | 1604
Cc1cc(C)n(Cc2cc(C(=O)O)c3ccccc3n2)n1
    1805 | 1570
CC(=O)Nc1ccccc1NC(=O)C/C(C)=N/NC(=O)c1ccncc1
    2015 | 1794
O=C(CCNC(=O)Cn1ccc2ccccc2c1=O)NCc1ccc(F)cc1Cl
    1791 | 1742
O=C(COC(=O)c1ccc(S(=O)(=O)N2CCCC2)cc1)Nc1ccc(N2CCOCC2)cc1
    1639 | 1529
O=C(CCC1CCCN(c2ncccn2)C1)NCc1ccccc1F (stereo unspecified)
    1858 | 1676
Cc1ncc([N+](=O)[O-])n1CCO
    2008&1974 | 1611&1427
Cc1ccc(-n2cc(CNC(C)c3cnn(C)c3C)c(-c3ccc(F)cc3)n2)cc1 (stereo unspecified)
    1901 | 1631
O=C(c1ccccc1)N1CCN(C(=O)c2ccc([N+](=O)[O-])cc2)CC1
    1732 | 1445
O=C(CSc1ccccc1)NCCCc1ccccc1
    1920 | 1709
CCOC(=O)C1(Cc2ccccc2C)CCCN(C(=O)c2cc(C3CC3)[nH]n2)C1 (stereo unspecified)
    1689 | 1466
CCOC(=O)N1CCN(C2CC(=O)N(c3ccc(F)cc3)C2=O)CC1 (stereo unspecified)
    1939 | 1832
O=C(COC(=O)CCC1CCCC1)Nc1ccccc1Sc1ccccc1
    1710 | 1647
CCn1nc(C(=O)OCC(=O)N2CC(=O)Nc3ccccc32)c2ccccc2c1=O
    2156 | 1684
S=C(c1ccc(-c2ccc(Br)cc2)o1)N1CCCCC1
    1827 | 1454
CN=c1scc(C)n1/N=C/c1cc(Br)c(O)c(Br)c1
    1730 | 1981
Cc1oc(-c2cc(F)ccc2F)nc1CN1CCN(c2cnccn2)CC1
    1833 | 1568
O=C(c1ccc2nc(N3CCCCC3)sc2c1)N1CCN(Cc2ccc3c(c2)OCO3)CC1
    1835 | 1351
Cn1cc(CN2CCN(CCO)CC2)c(-c2ccc(Oc3ccccc3)cc2)n1
    1819 | 1670
O=C(NN1C(=O)/C(=C/C=C/c2ccccc2)SC1=S)c1ccncc1
    1980 | 1515
CCCOc1ccc(NC(=O)CC2C(=O)N(CC)C(=S)N2CCNC(C)=O)cc1 (stereo unspecified)
    1852 | 1541
Cc1ccc(-n2c(SCC(=O)NC3CCCCC3)nc3c(c2=O)SCC3)cc1
    1892 | 1505
Cc1cc([N+](=O)[O-])ccc1NC(=O)C[n+]1ccc(N(C)C)cc1
    1913 | 1608
O=C(CNc1cccc2ccccc12)N/N=C/c1ccc(C(=O)O)cc1
    1758 | 1585
Cn1nnnc1SCC(=O)N1CCN(C(=O)c2ccco2)CC1
    1871 | 1541
Cc1ccc(-c2nc(CN(C)C(C3CC3)C3CC3)c(C)o2)cc1
    1393 | 1799
Cc1cccc(/C(N)=N/OC(=O)COc2ccc(Cl)c(C)c2)c1
    1541 | 1647
Cc1ccn2c(CN(C)CCn3nc(C)cc3C)c(C(=O)N3CCCCCC3)nc2c1
    1852 | 1535
COc1ccc2nc(Nc3ccccc3OC)sc2c1
    1500 | 1557

Complete entries, looked up by structure:
Results for `O=C(CNc1cccc2ccccc12)N/N=C/c1ccc(C(=O)O)cc1` = SRC1 TRFRET art: 1758; SRC3 TRFRET art: 1585
Results for `Cc1cccc(/C(N)=N/OC(=O)COc2ccc(Cl)c(C)c2)c1` = SRC1 TRFRET art: 1541; SRC3 TRFRET art: 1647
Results for `COc1ccc2nc(Nc3ccccc3OC)sc2c1` = SRC1 TRFRET art: 1500; SRC3 TRFRET art: 1557

Additional records follow:
Each structure is followed by: SRC1 TRFRET art | SRC3 TRFRET art
C=CCNC(=S)N/N=C(\C)c1ccc(-n2ccnc2)cc1
    1793 | 1513
CC(C)(O)C#Cc1ccc(C(=O)N2CCN(c3ccc(F)cc3)CC2)cc1
    1687 | 1612
O=C(c1ccccc1)c1ccc(OCCCN2CCCC2)cc1
    1739 | 1510
C=CCNC(=O)NC(=O)COC(=O)c1ccccc1Sc1ccc(C(F)(F)F)cc1[N+](=O)[O-]
    1544 | 1504
O=C(NNc1cccc(Cl)n1)c1ccccc1CC[N+](=O)[O-]
    1663 | 1542
C[C@]12CC[C@@H]3c4ccc(O)cc4C(=O)C[C@H]3[C@@H]1CC[C@@H]2O
    1557 | 1372
CCNC(=S)N(Cc1ccco1)Cc1cc2cc3c(cc2[nH]c1=O)OCCO3
    1818 | 1652
O=C(Nc1nccs1)c1ccc2c(=O)n3c(nc2c1)CCCCC3
    1733 | 1496
Cc1ccc(C(=O)N/C(=C/c2ccco2)C(=O)OCN2C(=O)c3ccccc3C2=O)cc1
    1659 | 1514
CCn1c(SCC(=O)N/N=C/c2ccc(C)s2)nc2ccccc21
    1616 | 1611
O=C(Nc1ccc(F)cc1)C(NC1CCCCC1)c1ccccc1 (stereo unspecified)
    1809 | 1627
NC(=O)CCN1CCN(Cc2nc(C(c3ccccc3)c3ccccc3)no2)CC1
    1908 | 1596
Clc1cc(Br)ccc1OCCCn1ccnc1
    1990 | 1741
Cc1ccc(Cn2cc(S(=O)(=O)c3ccc(C(C)C)cc3)c(=O)c3cc4c(cc32)OCO4)cc1
    2176 | 2002
Cc1cc(C)cc(NC(=O)COC(=O)CN=C2NS(=O)(=O)c3ccccc32)c1
    1756 | 1593
CCOc1ccc(-n2c(-c3ccccc3)c[n+]3c2CCC3)cc1
    1965 | 1648
CCCNNC(=O)C(O)(c1ccccc1)c1ccccc1
    1759 | 1663
O=C(Nc1ccc([N+](=O)[O-])cc1)C(Cc1ccccc1)N1C(=O)c2cccc3cccc(c23)C1=O (stereo unspecified)
    2130 | 1970
O=C(Nc1cccc(C(=O)O)c1)Nc1ccccc1Cl
    1947 | 1509
C=CCOc1ccc(-c2n[nH]c(=S)o2)cc1
    2118 | 1661
Cc1ccc(CNS(=O)(=O)c2ccc3c(c2)OCCO3)cc1
    1800 | 1615
CC(C)(C)c1ccc(OCC(O)CN(CCO)CC(O)Cn2ccc3ccccc32)cc1 (stereo unspecified)
    1679 | 1936
COc1ccc(C2CC(c3ccccc3)=NN2C(=O)COC(=O)c2cc(S(=O)(=O)N3CCOCC3)ccc2F)cc1 (stereo unspecified)
    2247 | 2106*
O=C(COc1ccccc1)Nn1c(-c2ccccc2)nc2ccccc2c1=O
    1965 | 1870
CCC(=O)N1CCN(c2ccc(NC(=O)c3ccc([N+](=O)[O-])o3)cc2Cl)CC1
    1870 | 1311
O=S(=O)(Nc1ccccn1)c1cccc(S(=O)(=O)c2ccc(Br)cc2)c1
    1746 | 1415
O=C(N=C1SCC(=O)N1c1ccccc1Cl)c1ccccc1
    1698 | 1521
Cc1ccc(N2C(=O)c3ccccc3C2C(=O)c2cc(C)ccc2O)cc1 (stereo unspecified)
    1722 | 1642
O=C(CSc1nnc(Cc2ccccc2)o1)c1cc(F)ccc1F
    1571 | 1653
Cc1ccc(/C=C/C(=O)NCCc2c[nH]c3ccccc23)o1
    1737 | 1481
COc1ccc(C(=O)NC(=S)NNC(=O)c2ccc(NC(C)=O)cc2)cc1Br
    1599 | 1457
CCN(CC)S(=O)(=O)c1ccc(C(=O)NNc2nc(-c3ccccc3)c3cc(Br)ccc3n2)cc1
    1996 | 1787
CCN(CC)S(=O)(=O)c1ccc(C(=O)N2CCN=C2SC)cc1
    1807 | 1558
COCCN=c1scc(-c2ccco2)n1/N=C/c1ccc(O)c(O)c1O
    1637 | 1510
C/C(=N\Nc1nnc2c3ccccc3n(C)c2n1)c1ccc(C)o1
    1706 | 1540
N#CC1=C(N)NC(=S)C(C(N)=O)C1c1ccc([N+](=O)[O-])cc1 (stereo unspecified)
    2088 | 1745
CC(c1ccccc1)N1C(=O)C2C3C=CC(C4CC34)C2C1=O (stereo unspecified)
    1859 | 1658
CCCCN(C(=O)CSc1nnc(-c2ccc(OC)cc2)n1CC)c1c(N)n(Cc2ccccc2)c(=O)[nH]c1=O
    1459 | 1461
COCc1[nH][nH]c(=O)c1C=Nc1ccc(C(F)(F)F)cc1
    1904 | 1728
CN(C)C(=O)Nc1ccccc1CC[N+](=O)[O-]
    1798 | 1677
CCOc1ccc(Cn2ccnc2)cc1[N+](=O)[O-]
    1888 | 1585
CCc1ccc2nc(Nc3ccc(OC)cc3OC)c(C#N)cc2c1
    1720 | 1558
Cn1c(=NC(=O)c2cccc([N+](=O)[O-])c2)sc2ccccc21
    1911 | 1661
COC(=O)c1cc(CNC(=O)c2cccc(Cl)c2)ccc1OC
    1571 | 1294
CCC1C(=NO)C(CC)C(c2ccccc2)NC1c1ccccc1 (stereo unspecified)
    1741 | 1507
COc1cc2c(cc1OC)CC(=O)NC=C2
    1677 | 1405
O=C(CCN1CCN(Cc2ccccc2)CC1)Nc1ccccc1Cl
    1581 | 1567
Cc1ccc(NC(=O)COC(=O)c2ccccc2Nc2ccccc2)cc1
    1638 | 1469
Cn1cccc1Cc1nnc(SCC(=O)Nc2ccc3c(c2)OCO3)n1-c1ccc(F)cc1
    1805 | 1714
Cc1ccc(-n2nnnc2SCC(=O)NNC(=O)c2ccc([N+](=O)[O-])cc2)cc1
    1718 | 1528
O=C(NC(Cc1ccccc1)C(=O)NC1CC1)OCc1ccccc1 (stereo unspecified)
    1875 | 1545
CN(Cc1ccc(OCC(O)CN2CCCCC2)cc1)Cc1ccnc2ccccc12 (stereo unspecified)
    1799 | 1537
CC(C)(C)CC(=O)Nc1ccc(S(=O)(=O)N2CCCC2)cc1
    1706 | 1554
COc1cccc(C(=O)Nc2ccccc2F)c1
    1616 | 1508
O=C(COC(=O)c1cc(=O)[nH]c(=O)[nH]1)Nc1cccc(S(=O)(=O)N2CCCCC2)c1
    1889 | 1469
Cc1cc(C)c2nc(N3CCC(C(=O)NCc4ccccn4)CC3)sc2c1
    1925 | 1578
CCN1C(=O)C(O)(CC(=O)c2cccc(-n3cccc3)c2)c2ccccc21 (stereo unspecified)
    1725 | 1639
C=CCN(CC=C)CCOc1ccccc1F
    1752 | 1578
COCCNC(=O)/C(C#N)=C/c1cn(CC(=O)NCc2ccco2)c2ccccc12
    1999 | 1588
CC1=NN(C(=O)c2csc(C)c2C)C(O)(C(F)(F)F)C1 (stereo unspecified)
    1877 | 1799

In a second layout: results already given.
SMILES | SRC1 TRFRET art | SRC3 TRFRET art
CCN1C(=O)C(O)(CC(=O)c2cccc(-n3cccc3)c2)c2ccccc21 (stereo unspecified) | 1725 | 1639
CCC1C(=NO)C(CC)C(c2ccccc2)NC1c1ccccc1 (stereo unspecified) | 1741 | 1507
CC1=NN(C(=O)c2csc(C)c2C)C(O)(C(F)(F)F)C1 (stereo unspecified) | 1877 | 1799

Following part.
Each structure is followed by: SRC1 TRFRET art | SRC3 TRFRET art
O=[N+]([O-])c1cccc(-c2nnc(C34CC5CC(CC(C5)C3)C4)o2)c1
    1704 | 1517
Cc1cccc(NC(=O)COc2cccc3c2CCN(C)C3=O)c1C
    2015 | 1296
CCc1ccc(Nc2ncc3c(n2)CC(C)CC3=O)cc1 (stereo unspecified)
    1943 | 1539
c1ccc(-c2cnnc(SCc3cn4cccnc4n3)n2)cc1
    1876 | 1497
c1coc(-c2cc(C3CCNCC3)[nH]n2)c1
    1687 | 1610
COc1cc(CNCCCCO)ccc1OCc1ccccc1F
    1635 | 1595
O=C(N/C(=C/c1cccc([N+](=O)[O-])c1)C(=O)N1CCCCCC1)c1cccs1
    1646 | 1655
CC(C)OCCCNC(=O)Nc1cccc2ccccc12
    1665 | 1519
Cc1cc(C(=O)NP(=O)(N2CCOCC2)N2CCOCC2)c(C)n1-c1ccc(Br)cc1
    2141 | 1818
COc1cc2c(cc1OC)CN(C(=S)Nc1ccccc1Cl)CC2
    1782 | 1743
CC(=O)Nc1nc2ccccc2[nH]1
    1708 | 1627
N#CCC(=O)N/N=C/c1ccccc1Cl
    1594 | 1634
CC(C)c1nnc(SCC(=O)N2CCc3ccccc32)n1N
    1746 | 1554
Cc1ccc(C(=O)N2CCN(c3ccc([N+](=O)[O-])c(NCc4cccnc4)c3)CC2)cc1
    2101 | 1479
Cc1cc(=O)n2nc(N3CCC(C(=O)N4CCN(C)CC4)CC3)sc2n1
    1818 | 1586
CCC(=O)Nc1ccc(-c2csc(C)n2)cc1
    1847 | 1542
COc1ccc(N(C)S(=O)(=O)c2cccc(C(=O)NC3CCC(C)CC3)c2)cc1 (stereo unspecified)
    1776 | 1441
O=C(Cn1cc[n+](Cc2ccccc2)c1)c1ccc([N+](=O)[O-])cc1
    1828 | 1779
COc1ccc(S(=O)(=O)Nc2ccccc2C(=O)NC(C)C)cc1OC
    1781 | 1558
COc1ccc(S(=O)(=O)N2CCOC2CNC(=O)C(=O)NCCCn2ccnc2)cc1OC (stereo unspecified)
    1790 | 1666
Cc1cc(C)cc(NC(=O)CCCSc2nc3ccccc3[nH]2)c1
    1945 | 1653
CCOC(=O)C1(CCCc2ccccc2)CCN(Cc2nccn2CC)CC1
    1876 | 1457
CCN(CC)CC#CCOC(c1ccccc1)c1ccccc1
    1810 | 1649
Cc1cc(NC(=O)CCC(=O)N(CC(=O)NC2CCCC2)Cc2cccs2)no1
    1921 | 1618

Screens deposited in PubChem by The Scripps Research Institute Molecular Screening Center.
